CHRM5 antagonist = blocks acetylcholine activation of human M5 receptor; CHO-hM5 cells, Fluo-8 calcium fluorescence, ACh EC80; inhibition, % at 3 µM; AID 624040; P08912; 360,000 compounds, 0.59% hits;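 active = inhibition above a per-plate cutoff, the mean of that plate's test compounds plus 3 SD, cut at about 27% in these data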;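 note: 0% = acetylcholine EC80 with DMSO and 100% = DMSO without agonist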
CRFBP-R2 agonist = CRF-BP/CRF-R2 complex agonism; activation, % at 13.2 µM; AID 588473; 350,000 compounds, 0.46% hits; HEK293 CRF-R2/CRF-BP, calcium dye fluorescence (FLIPR); percent of saturating CRF peptide response;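 active = activation of at least 50%, plus an integration ratio under a set limit after plate pattern correction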;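 note: plate controls were neutral control wells without compound for no effect and CRF at EC100 for full effect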
M5 PAM = potentiates acetylcholine response at human M5 receptor; P08912; CHO-K1 hM5, Fluo-8 calcium, ACh EC20 PAM; 0% = ACh EC20, 100% = ACh EC100; activation, % at 3 µM; 360,000 compounds, 0.3% hits;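 active = activation above the run cutoff, the mean activation of all test compounds plus 3 SD, cut at about 18% in these data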
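System – CHO-K1 hM5 cells · Compound – 3 µM, single dose · Incubation – compound preincubation 140 s before EC20 acetylcholine addition · Technique – Fluo-8 calcium fluorescence · Measure – Max/basal fluorescence ratio as % of EC20–EC100 ACh window · Benchmarks – low control EC20 acetylcholine (0%), high control EC100 acetylcholine (100%) · Replication – singlicate, one well per test compound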
CHRM4 agonist = agonists of human muscarinic M4 receptor (CHRM4) | P08173 | CHO-K1 hM4/Gqi5, Fluo-8 calcium fluorescence; vehicle 0%, full acetylcholine response 100% | activation, % at 3 µM | 360,000 compounds, 0.14% hits | AID 624127;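 active = activation above the run mean over all test wells plus 3 SD, cut at about 32% in these data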;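 note: peak over basal fluorescence ratio per well then scaled between controls; 0% = DMSO wells and 100% = acetylcholine at EC100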
CRFBP-R2 block = CRF-BP/CRF-R2 complex antagonism. inhibition, % at 11.8 µM. AID 588475. HEK293 CRF-R2/CRF-BP, CRF-induced calcium fluorescence. 350,000 compounds, 0.59% hits;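 active = inhibition of the ligand-induced calcium signal above about 50% at the single tested concentration, limit read from the data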
IDE cell inh = inhibits human insulin-degrading enzyme in HEK cells. FAbetaB cleavage, fluorescence polarization. inhibition, % at 5.59 µM. 320,000 compounds, 0.41% hits;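 active = percent inhibition above the average of all tested compounds plus 3 SD, set per screening campaign, cut at about 16% in these data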;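 note: IDE supplied by intact live HEK cells; FP after avidin binding of uncleaved biotin substrate so inhibition keeps polarization high; 0% = DMSO wells and 100% = 60 µM reference IDE inhibitor Ii1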
Target sequence (P14735 whole entry, looked up): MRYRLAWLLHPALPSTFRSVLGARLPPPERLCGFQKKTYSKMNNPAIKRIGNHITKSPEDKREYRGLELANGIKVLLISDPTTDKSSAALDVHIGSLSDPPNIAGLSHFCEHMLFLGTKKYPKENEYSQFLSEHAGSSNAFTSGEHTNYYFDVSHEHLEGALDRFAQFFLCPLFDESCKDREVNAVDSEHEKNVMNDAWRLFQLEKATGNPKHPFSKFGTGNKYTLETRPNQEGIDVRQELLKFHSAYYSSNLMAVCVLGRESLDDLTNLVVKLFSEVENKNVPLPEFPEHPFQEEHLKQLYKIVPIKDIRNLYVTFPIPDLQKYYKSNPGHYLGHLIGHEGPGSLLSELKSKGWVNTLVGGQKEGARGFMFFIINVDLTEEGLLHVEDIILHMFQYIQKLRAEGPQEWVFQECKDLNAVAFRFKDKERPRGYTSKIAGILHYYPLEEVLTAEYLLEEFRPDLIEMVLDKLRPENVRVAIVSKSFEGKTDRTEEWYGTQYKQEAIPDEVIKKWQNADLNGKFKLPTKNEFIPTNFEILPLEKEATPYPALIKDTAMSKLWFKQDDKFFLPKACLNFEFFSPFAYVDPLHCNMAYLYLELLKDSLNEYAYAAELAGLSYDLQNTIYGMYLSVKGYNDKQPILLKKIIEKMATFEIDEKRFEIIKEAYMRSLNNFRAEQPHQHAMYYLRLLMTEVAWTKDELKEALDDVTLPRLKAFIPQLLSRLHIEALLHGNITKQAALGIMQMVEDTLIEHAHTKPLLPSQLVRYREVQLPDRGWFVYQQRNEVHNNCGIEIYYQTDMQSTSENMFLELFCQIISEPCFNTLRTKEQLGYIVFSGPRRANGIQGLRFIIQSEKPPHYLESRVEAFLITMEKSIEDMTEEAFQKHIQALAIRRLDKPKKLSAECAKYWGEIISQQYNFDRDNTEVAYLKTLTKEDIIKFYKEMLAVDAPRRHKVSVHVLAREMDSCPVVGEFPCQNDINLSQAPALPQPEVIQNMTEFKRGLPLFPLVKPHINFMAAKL
CHRM4 antagonist = antagonists of human muscarinic M4 receptor (CHRM4); P08173; CHO-hM4 cells, ACh EC80, Fluo-8 calcium fluorescence; inhibition, % at 3 µM; 360,000 compounds, 0.73% hits; AID 624125;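 active = inhibition above its plate's cutoff, the mean inhibition of sample wells plus 3 SD, cut at about 27% in these data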;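 note: 0% = acetylcholine EC80 with DMSO and 100% = DMSO without agonist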
M4 PAM = positive allosteric modulators of human muscarinic M4 receptor; P08173; CHO-K1 hM4/Gqi5, Fluo-8 calcium fluorescence, ACh EC20; 0% = ACh EC20, 100% = maximal ACh; activation, % at 3 µM; 360,000 compounds, 0.4% hits; AID 624126;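 active = activation above its plate's cutoff, the mean activation of sample wells plus 3 SD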; note: some results filed as inactive read as strong as hits
M5 ag = CHRM5 agonism in calcium assay. CHO-K1 hM5 cells, Fluo-8 calcium fluorescence; 0% DMSO wells, 100% maximal acetylcholine response. activation, % at 3 µM. P08912. 360,000 compounds, 0.19% hits;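 active = activation above the run's mean over test compounds plus 3 SD, cut at about 23% in these data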;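 note: signal is peak over basal fluorescence ratio across the kinetic read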
The depositor's hits bear a star; · = no result given. Hits appear at their usual frequency (roughly 2.9% active in at least one column).

SMILES	CHRM5 antagonist	CRFBP-R2 agonist	M5 PAM	CHRM4 agonist	CRFBP-R2 block	IDE cell inh	CHRM4 antagonist	M4 PAM	M5 ag
O=C(NC1CC1)C1CCCN(C(=O)NC2CCCCC2)C1 (configuration not stated)	8	2.7	1	2	2	-5	-1	0	2
O=C(COC(=O)CNS(=O)(=O)c1ccc(Cl)cc1)NC1CCCCC1	0	-2.3	0	1	-3	·	0	6	4
CCOc1ccccc1C(=O)NCC(=O)OCC(=O)NCCc1ccc(S(N)(=O)=O)cc1	4	0.7	-5	1	8	2	-1	5	0
COc1ccccc1CCNC(=O)CSc1ccc(-c2cccs2)nn1	-1	-5.9	3	2	-2	-2	-8	-3	0
CCCCN1CCNC[C@H]1Cc1ccc(O)cc1	8	0.7	2	0	-1	3	12	-2	-1
CN1CCN(/C=C2\SC(=S)NC2=O)CC1	-3	-0.6	-1	0	-21	1	-3	3	-2
O=C(CN(CC1CCCO1)C(=O)CCC(=O)Nc1nccs1)NCc1ccccc1 (configuration not stated)	0	-1.4	-1	0	-2	5	-4	-3	-3
Nc1c(C(=O)Nc2ccc3c(c2)OCCO3)nnn1Cc1cccc(Cl)c1	10	·	-2	3	·	1	1	-4	-1
CC(NC(=O)CSc1n[nH]c(N)n1)c1ccccc1 (configuration not stated)	-8	-0.6	0	1	-2	5	0	-4	-3
CCn1c2ccccc2c2cc(/C=N/NC(=O)c3cc(O)cc(O)c3)ccc21	7	0.1	-3	-1	-7	2	5	-8	-3
CC(C)=CCn1c2ccc(NC(=O)Nc3cccnc3)cc2c(=O)n1C	-5	·	-1	1	·	·	-5	-4	0
Nc1nccc2c1ncn2C1OC(CO)C(O)C1O (configuration not stated)	-4	-2.5	2	0	-9	·	1	-5	0
O=C(C(=O)N1CCN(c2ccc([N+](=O)[O-])cc2)CC1)c1cn(CC(=O)N2CCOCC2)c2ccccc12	9	-0.3	-3	1	-6	-5	5	1	-2
CC(=O)c1ccc(OCCn2c(SCC(=O)O)nc3ccccc32)cc1	2	-1.6	8	-1	1	·	-3	1	5
C=CCOC(=O)/C(=C\c1cccc2ccccc12)NC(=O)c1ccccc1	5	1.2	-5	2	27	4	13	-6	-3
CC1CC(C)CN(S(=O)(=O)c2ccc(F)c(C(=O)NC3CCCCC3C)c2)C1 (configuration not stated)	-1	-0.3	-2	1	-2	·	-4	7	0
CC(C)(C)C1CCC2(CC1)SCC(=O)N2c1ccccc1 (configuration not stated)	-5	-1.5	-3	1	-70	0	-7	9	3
CC12CC(NC(=O)N1c1cccc(C(=O)N3CCN(c4ccccn4)CC3)c1)c1ccccc1O2 (configuration not stated)	-2	0.8	-17	4	-8	2	0	-6	-7
CCCNC(=O)c1ccc(N2CCC3(CC2)CC(c2ccccc2)=NO3)c(NC(=O)c2cccc(OC)c2)c1	8	-1.0	6	4	-4	0	2	3	5
CC(=O)N1CCCC(C)(C(=O)Nc2cccc(OC(C)C)c2)C1 (configuration not stated)	10	·	-3	1	·	·	1	0	0
Oc1ccccc1C1CC(c2cccs2)=NC(c2ccc(Cl)cc2)N1 (configuration not stated)	9	-1.3	4	3	-16	2	-10	4	-5
Cc1ccccc1OCCCCCCN1CCNCC1	7	0.7	4	4	-8	11	7	-9	-8
O=C1CCN(C(=O)c2ccc(Cl)cc2)N1	8	0.9	-4	1	-7	-3	6	-1	1
CC(=O)N1c2ccccc2C2(C)C(C1(C)C)C2(Cl)Cl (configuration not stated)	2	-4.8	1	-2	-31	-6	-3	0	2
CS(=O)(=O)c1cccc(C(=O)NCc2ccc(F)cc2)c1	4	-1.7	-8	2	2	1	10	1	-3

Some values from the list.
For CRFBP-R2 agonist, `CC1CC(C)CN(S(=O)(=O)c2ccc(F)c(C(=O)NC3CCCCC3C)c2)C1` (configuration not stated) reads -0.3
For CHRM4 agonist, `CC(C)=CCn1c2ccc(NC(=O)Nc3cccnc3)cc2c(=O)n1C` reads 1

(further entries)
SMILES	CHRM5 antagonist	CRFBP-R2 agonist	M5 PAM	CHRM4 agonist	CRFBP-R2 block	IDE cell inh	CHRM4 antagonist	M4 PAM	M5 ag
Cn1c(SCC(=O)c2ccc(F)cc2)nc2cccnc21	-4	-2.3	-3	5	-33	4	-16	0	-2
COc1cccc(NC(=O)CNC(=O)[C@@H]2Cc3ccccc3CN2C(=O)OC(C)(C)C)c1	6	-4.8	-3	3	4	1	-6	-2	-2
Cc1nc(C(F)(F)F)ccc1C(=O)N1CCC(C)(C(=O)NS(=O)(=O)C2CC2)C1 (configuration not stated)	3	·	-5	0	·	·	4	-5	0
Cn1cc(Br)c(C(=O)NNC(=O)c2ccc(Cl)cc2)n1	4	4.2	-3	0	-19	-4	0	1	2
O=C(COC(=O)c1cc(=O)[nH]c2ccccc12)Nc1ccc(F)cc1	10	-2.5	-2	6	-2	0	6	1	1
Clc1ccc(-c2noc(CN3CCOCC3)n2)cc1	12	2.6	-4	1	-2	1	3	-3	2
Cc1c(C)n(Cc2ccccc2)c2ncnc(NN)c12	6	-1.9	-7	5	-1	-5	1	-1	3
Cc1ccc(C)c(OCCC(=O)Nc2cc(S(=O)(=O)N3CCCCC3)ccc2C)c1	11	2.8	-7	2	0	13	-6	3	1
CCC1Sc2ccc(S(=O)(=O)N3CCN(c4ccccc4)CC3)cc2NC1=O (configuration not stated)	9	0.3	-2	1	-24	1	6	-2	-3
CSC1=N/C(=C\c2ccccc2)C(=O)N1C	5	-6.7	-4	0	3	-1	3	10	-10
CCOC(=O)c1ccc(N2C(=O)c3n[nH]c(C)c3C2c2ccc(O)cc2)cc1 (configuration not stated)	-7	0.8	0	-1	-18	0	-7	5	-1
COc1cccc(C(=O)NCc2cn3ccsc3n2)c1	-2	-4.0	3	0	-10	0	-6	1	1
Cn1nccc1NC(=O)Nc1cccc(Cl)c1	7	-0.3	-2	3	-2	-1	4	-6	7
CCCCOc1ccc(/C(O)=C2/C(=O)C(=O)N(CCN(C)C)C2c2ccc(O)c(OC)c2)cc1 (configuration not stated)	-2	1.1	-9	2	-8	3	-8	3	1
Cc1[nH]n(C(N)=S)c(=O)c1N=Nc1ccc(S(=O)(=O)N2CCCCCC2)cc1	3	-0.1	-2	4	-13	1	6	-9	4
CN(CCc1nc2ccccc2[nH]1)Cc1nc(CC2CC2)no1	9	0.6	-6	1	20	4	6	-5	-1
Cc1noc(C(=O)Nc2ccc(C#N)cc2)c1Cl	0	1.4	3	2	-11	·	-1	4	-4
CC(C)(C)c1ccc(C(=O)NC(=S)N2CCOCC2)cc1	5	-0.5	-2	1	-14	6	-1	-3	-1
COc1cccc(C(=O)NCC(=O)N/N=C/c2ccc3c(c2)OCO3)c1	10	1.1	4	0	8	1	-19	4	-2
COc1ccc(C(=O)OCCc2cc3ccccc3c(=O)o2)cc1	10	-2.0	-18	18	17	1	-1	-5	2
Cc1occc1-c1nnc(SCC(=O)N2CCCc3ccccc32)n1Cc1ccco1	2	-2.2	4	2	6	·	-11	1	-5
CCn1c(=O)cc(O)c2ccccc21	-8	-0.3	-1	0	-11	1	0	2	-2

Some of the entries so far, as a markdown table:
| smiles | CHRM5 antagonist | CRFBP-R2 agonist | M5 PAM | CHRM4 agonist | CRFBP-R2 block | IDE cell inh | CHRM4 antagonist | M4 PAM | M5 ag |
| --- | --- | --- | --- | --- | --- | --- | --- | --- | --- |
| Cn1c(SCC(=O)c2ccc(F)cc2)nc2cccnc21 | -4 | -2.3 | -3 | 5 | -33 | 4 | -16 | 0 | -2 |
| COc1cccc(NC(=O)CNC(=O)[C@@H]2Cc3ccccc3CN2C(=O)OC(C)(C)C)c1 | 6 | -4.8 | -3 | 3 | 4 | 1 | -6 | -2 | -2 |
| Cc1nc(C(F)(F)F)ccc1C(=O)N1CCC(C)(C(=O)NS(=O)(=O)C2CC2)C1 (configuration not stated) | 3 | · | -5 | 0 | · | · | 4 | -5 | 0 |
| Cn1cc(Br)c(C(=O)NNC(=O)c2ccc(Cl)cc2)n1 | 4 | 4.2 | -3 | 0 | -19 | -4 | 0 | 1 | 2 |
| O=C(COC(=O)c1cc(=O)[nH]c2ccccc12)Nc1ccc(F)cc1 | 10 | -2.5 | -2 | 6 | -2 | 0 | 6 | 1 | 1 |
| Clc1ccc(-c2noc(CN3CCOCC3)n2)cc1 | 12 | 2.6 | -4 | 1 | -2 | 1 | 3 | -3 | 2 |
| Cc1c(C)n(Cc2ccccc2)c2ncnc(NN)c12 | 6 | -1.9 | -7 | 5 | -1 | -5 | 1 | -1 | 3 |
| Cc1ccc(C)c(OCCC(=O)Nc2cc(S(=O)(=O)N3CCCCC3)ccc2C)c1 | 11 | 2.8 | -7 | 2 | 0 | 13 | -6 | 3 | 1 |
| CCC1Sc2ccc(S(=O)(=O)N3CCN(c4ccccc4)CC3)cc2NC1=O (configuration not stated) | 9 | 0.3 | -2 | 1 | -24 | 1 | 6 | -2 | -3 |
| CSC1=N/C(=C\c2ccccc2)C(=O)N1C | 5 | -6.7 | -4 | 0 | 3 | -1 | 3 | 10 | -10 |
| CCOC(=O)c1ccc(N2C(=O)c3n[nH]c(C)c3C2c2ccc(O)cc2)cc1 (configuration not stated) | -7 | 0.8 | 0 | -1 | -18 | 0 | -7 | 5 | -1 |
| COc1cccc(C(=O)NCc2cn3ccsc3n2)c1 | -2 | -4.0 | 3 | 0 | -10 | 0 | -6 | 1 | 1 |
| Cn1nccc1NC(=O)Nc1cccc(Cl)c1 | 7 | -0.3 | -2 | 3 | -2 | -1 | 4 | -6 | 7 |
| CCCCOc1ccc(/C(O)=C2/C(=O)C(=O)N(CCN(C)C)C2c2ccc(O)c(OC)c2)cc1 (configuration not stated) | -2 | 1.1 | -9 | 2 | -8 | 3 | -8 | 3 | 1 |

Screens as filed in PubChem BioAssay.
